CBFb RUNX1 block = CBF-beta/RUNX1 interaction disruption; Q01196+Q13951; AlphaScreen CBFb-His/RUNX1-biotin binding, biochemical; Potency, µM (doses to about 59.8 µM), inactives show at the highest dose activity, negative = inhibition, usual class: inhibitors; 230,000 tested, under 10 active; AID 1477; note: % of control where 0% means no effect
Target sequence (Q01196 whole entry, looked up): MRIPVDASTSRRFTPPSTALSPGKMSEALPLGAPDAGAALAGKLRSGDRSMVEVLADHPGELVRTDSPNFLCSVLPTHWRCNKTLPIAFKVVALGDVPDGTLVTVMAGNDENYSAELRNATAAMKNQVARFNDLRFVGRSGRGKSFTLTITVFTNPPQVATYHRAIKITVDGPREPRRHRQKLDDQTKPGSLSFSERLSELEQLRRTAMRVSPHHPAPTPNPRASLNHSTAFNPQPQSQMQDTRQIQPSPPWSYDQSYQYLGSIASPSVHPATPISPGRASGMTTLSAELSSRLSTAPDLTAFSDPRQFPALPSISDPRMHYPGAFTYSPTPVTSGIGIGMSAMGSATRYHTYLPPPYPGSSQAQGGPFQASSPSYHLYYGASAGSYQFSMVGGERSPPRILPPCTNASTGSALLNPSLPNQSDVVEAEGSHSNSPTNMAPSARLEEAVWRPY
Target sequence (Q13951 whole entry, looked up): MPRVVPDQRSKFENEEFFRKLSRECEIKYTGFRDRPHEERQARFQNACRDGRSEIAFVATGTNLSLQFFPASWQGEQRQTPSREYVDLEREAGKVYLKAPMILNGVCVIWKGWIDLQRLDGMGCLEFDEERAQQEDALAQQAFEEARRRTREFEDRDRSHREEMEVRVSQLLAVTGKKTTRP
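CBFb-His/RUNX1-biotin, 30 nM each, preincubated 20 min RT; compound 15 min RT; Ni + streptavidin beads 50 ng each, 90 min RT; AlphaScreen read.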
NPSR antagonist = neuropeptide S receptor (human) antagonism, cAMP; Q6W5P4; Potency, µM (doses to about 38.3 µM), without a hit: at the top dose activity change, negative = inhibition, usual class: inhibitors; CHO-NPSR cells, cAMP TR-FRET, antagonist mode; AID 1461; actives 1% (n = 220,000); note: potency is the fitted concentration of half-maximal effect; % is set by controls: 0 for no effect and ±100 for the full control effect; nearly all actives have a fitted effect of over 50% in size; many of its hits are not listed in these tables
Target sequence (Q6W5P4 whole entry, looked up): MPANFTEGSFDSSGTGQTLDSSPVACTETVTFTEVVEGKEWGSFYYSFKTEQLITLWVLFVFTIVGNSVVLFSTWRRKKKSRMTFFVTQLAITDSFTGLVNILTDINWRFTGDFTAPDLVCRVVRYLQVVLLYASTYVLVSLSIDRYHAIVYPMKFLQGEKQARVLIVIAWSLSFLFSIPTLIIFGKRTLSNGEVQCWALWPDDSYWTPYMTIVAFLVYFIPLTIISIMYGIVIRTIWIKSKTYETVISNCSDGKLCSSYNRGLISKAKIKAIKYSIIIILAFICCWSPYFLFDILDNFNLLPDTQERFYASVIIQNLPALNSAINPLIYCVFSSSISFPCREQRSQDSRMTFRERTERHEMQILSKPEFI
Epigenetic reg = epigenetic control regulation, reporter derepression | AID 1865 | Potency, µM (top dose mostly 53.9 µM), for the others: at the highest dose GFP activation, hits mostly activators | actives 0.2% (n = 280,000) | murine LDR cells, GFP reporter derepression, 30 h; note: potency is the fitted concentration of half-maximal effect; % of control where 0% means no effect; nearly all actives have a fitted effect of over 60% in size
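In this reporter-derepression format, murine cells bearing a silenced integrated CMV-GFP locus incubate with test compound (30 h, 37 C), then are washed and imaged; fluorescent objects of 20–120 um count as induced cells.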
HTT aggregate = mutant huntingtin aggregation inhibition. Potency, µM (highest dose often 46.1 µM), for the others: top-dose activity change, negative = inhibition, hits mostly inhibitors. actives 1.1% (n = 220,000). PC12 HttQ103-GFP aggregates, Acumen cytometry, 40 h; note: potency is the fitted concentration of half-maximal effect; % is set by controls: 0 for no effect and ±100 for the full control effect; nearly all actives have a fitted effect of over 60% in size
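Read-out: GFP aggregate count by laser scanning cytometer (488 nm excitation, 500-530 nm emission, 1–25 µm objects >6 SD above background). Cells: PC12, inducible HTTex1-Q103-GFP, 100 nM tebufenozide; compounds titrated.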
Luc counter = blocks Kinase-Glo luciferase, a counter-screen artifact; Q27757; Kinase-Glo luciferase, ATP luminescence, 8 min; Potency, µM (series often up to 38.3 µM), inactives show top-dose activity change, negative = inhibition, usual class: inhibitors; actives 0.28% (n = 200,000); note: potency is the fitted concentration of half-maximal effect; % is set by controls: 0 for no effect and ±100 for the full control effect; nearly all actives have a fitted effect of over 60% in size
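Substrate mix (final 50 mM imidazole pH 7.2, 50 mM KCl, 7 mM MgCl2, 10 uM ATP, 0.01% Tween 20, 0.05% BSA) plus pin-tool compound, then Kinase-Glo detection mix; 8 min ambient, luminescence read.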
IMPase Li cell = membrane-permeable IMPase blocker, potentiated with lithium; CHO-M1 cells, IP1 TR-FRET (IP-One), carbachol + lithium; Potency, µM (doses to about 59.4 µM), without a hit: at the top dose activity, negative = IMPase inhibition, hits mostly inhibitors; actives 0.35% (n = 210,000);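 note: IP1 builds up when IMPase is blocked and the TR-FRET signal falls; potency is the fitted concentration of half-maximal effect; plate controls were basal vehicle for no effect and high inhibitor control for full effect; nearly all actives have a fitted effect of over 50% in size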
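Test compounds were applied to CHO-M1 cells previously cultured for 16–30 h at 2000 per well. A small lithium amount accompanied them; after 30 min at 37C, IP1 was quantified by TR-FRET.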
Lamin A splicing = LMNA splicing modulation; AID 1487; actives 0.01% (n = 200,000); HeLa LMNA splicing GFP/RFP minigene ratio, 48 h; Potency, µM (titrated, usually from 46.1 µM), for the others: at the highest dose ratio change, negative = inhibition, actives largely listed as inhibitors; active = well fitted inhibition curve with a large enough effect in the signal ratio, with a control signal flat, not every such curve was filed as active; inconclusive = small, poorly fitted or top-dose-only effect, or effect the other way, or a change in a side signal; the % refers to the signal ratio; note: potency is the fitted concentration of half-maximal effect; % is set by controls: 0 for no effect and ±100 for the full control effect
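S3 HeLa stable clones carrying a lamin A-EGFP splicing minigene plus DsRed2 were seeded at 600 cells/well in Opti-MEM with 2% FBS, pin-dosed and incubated 48 h at 37°C. Acumen cytometry (488 nm) gave the GFP/RFP total-intensity ratio.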
An asterisk follows results filed as active; ? = inconclusive; nt = no result given; & = joins results of further samples; [ ] = dose if it differs, or a comment. Unless noted, calls come from the whole dose curve; as a rule, active = well fitted curve in the direction sought with a large enough effect; inconclusive = small, poorly fitted or top-dose-only effect, or another doubt; inactive = no such curve, though single readings can be large; an effect the other way counts as inactive or inconclusive. A portion of the library; the hit share may differ from the screen's.

SMILES | CBFb RUNX1 block | NPSR antagonist | Epigenetic reg | HTT aggregate | Luc counter | IMPase Li cell | Lamin A splicing
O=C1c2ccc(Oc3ccc4c(c3)C(=O)N(CCCO)C4=O)cc2C(=O)N1CCCO | 24% | -1%[46.1 µM] | 0.1% | 5.6µM* | -3% | 16%[38.3 µM] | 23%
COc1cccc(C2=NOC(C(=O)Nc3ccccc3SC)C2)c1 (configuration not stated) | 8% | -11%[46.1 µM] | -1.0% | 12% | -4% | 11%[38.3 µM] | ?
O=C(O)c1ccccc1NS(=O)(=O)c1ccc2c(c1)OCCO2 | -2% | 6% | -7.9% | 9%[9.22 µM] | 3% | -8% | -18%[46 µM]
Cc1nc2ccccn2c1P(=O)(N1CCCCC1)N1CCCCC1 | -2% | -15% | -1.0% | -10% | 2% | 6% | -1%
CCOC(=O)c1cnc(SCc2nc(N)nc(Nc3ccc(F)cc3)n2)nc1N | -18% | -10%[46.1 µM] | -1.1% | ? | -2% | 26%[38.3 µM] | ?
O=C(C1=C[C@@H](C2CC2)C[C@@H](OCc2ccc(CO)cc2)O1)N1CCN(Cc2ccc3c(c2)OCO3)CC1 | 8% | 44% | -0.7% | -11%[9.22 µM] | nt | -7% | nt
O=C(CCC(=O)NNC(=O)Nc1cccc(Cl)c1)NCc1ccccc1 | -6% | 1% | 0.9% | 13% | 7% | 4% | -26%[46 µM]
CCOc1ccc(C(=O)OCn2nnc3ccccc3c2=O)cc1OC | 5% | -26%[7.67 µM] | -3.4% | -12% | -4% | 2%[38.3 µM] | 3%
C[C@H]1Cc2c(-c3ccccc3)nc3c(c2CO1)CN(C(=O)NCc1ccco1)CC3 | 5%[13.1 µM] | nt | nt | nt | -3%[7.66 µM] | 1% | 4%[9.22 µM]
Cc1ccc2c(Cl)c(C(=O)Nc3ccc4c(c3)OCO4)sc2c1 | 3% | 6.3µM* | -1.0% | 23% | -1% | ? | ?
CC(C)CCN1C(=O)CCC1(C)C(=O)NC1CCCCCC1 (configuration not stated) | 3% | -10%[46.1 µM] | -1.1% | -5% | -5% | 8%[38.3 µM] | 2%
COc1ccccc1OCCOc1ccc(/C=N/n2cnnc2)cc1 | -1% | -6%[46.1 µM] | 0.0% | 28% | 0% | 15%[38.3 µM] | 11%
COc1ccc2c(c1)cc1n2CCN=C1N | -6% | 5%[46.1 µM] | 1.7% | -6% | -8% | 1%[38.3 µM] | 3%
OC1(c2ccccn2)COc2ccccc2O1 (configuration not stated) | 6% | 8% | 3.2% | -1%[9.22 µM] | nt | nt | nt
O=[N+]([O-])c1ccc(CNC2CCCc3ccccc32)cc1 (configuration not stated) | -3% | 15% | 5.2% | -3%[9.22 µM] | 4% | 10% | nt
O=c1c2c3c(sc2n(CCN2CCOCC2)c(=O)n1Cc1ccco1)CCCCC3 | 1% | -51%[46.1 µM] | 3.6% | ? | -5% | 14%[38.3 µM] | ?
CSc1ccc(C(=O)C2CCCN(C(=O)c3cccc(N4CCOCC4)c3)C2)cc1 (configuration not stated) | 13% | 4% | -0.1% | -10%[9.22 µM] | -6% | 7% | 0%[46 µM]
O=C(c1ccc(F)cc1)C1CCN(C(=S)Nc2ccccc2Cl)CC1 | 5% | -8% | -1.6% | -21% | 0% | -3% | nt
CCOC(=O)CC(C(=O)OCC)P(=O)(c1ccccc1)c1ccccc1 (configuration not stated) | 0% | -7%[46.1 µM] | -3.6% | 23% | -3% | -3%[38.3 µM] | 4%
Cc1ccccc1C1CC(c2ccccc2OC(F)F)Nc2ncnn21 (configuration not stated) | -6% | -20%[46.1 µM] | 0.0% | -9% | 4% | 21%[38.3 µM] | 3%
Cc1cccc(CCNC(=O)C2CCCN(S(=O)(=O)c3cccc4nsnc34)C2)c1 (configuration not stated) | 3% | -19%[46.1 µM] | 7.2% | 11% | 0% | 22% | -24%
CCOC(=O)c1cn(CC(=O)Nc2ccc(OC)cc2OC)nn1 | 1% | 28% | -0.3%&-0.4% | 11% | nt | -7% | nt
COc1ccccc1-c1nc2n(n1)C(c1ccc(Cl)cc1)C(C(N)=O)=C(C)N2 (configuration not stated) | 7% | -5%[46.1 µM] | -1.0% | 13% | 1% | 3% | -17%
Cc1ccnc(Nc2nc3ccccc3o2)n1 | 13% | 6%[46.1 µM] | 0.9% | -2% | 13µM* | 25%[38.3 µM] | ?
CCCCCCCCCCCCCCCCOCC(CO)OC(C)=O (configuration not stated) | -6%&-7% | nt | 1.1%&0.0% | nt | 0% | 43%&4%[activator] | nt
Cc1ccc(SC(=O)COc2ccc(C)c(C)c2)cc1 | -2% | -3%[46.1 µM] | -2.1% | 23% | -5% | -6%[38.3 µM] | 5%
C=CC[N+]1(CC#CCOC(c2ccccc2)c2ccccc2)CCOCC1 | -1% | -5%[46.1 µM] | -1.1% | -11% | -1% | 14%[38.3 µM] | -1%
COc1ccc(C(C)NC(=O)C2C(=O)NC3(C)CC2c2ccccc2O3)cc1 (configuration not stated) | -2% | -11%[46.1 µM] | -2.7% | -22% | -4% | -2%[38.3 µM] | 1%
CC(C)OC(=O)c1ccc(NC(=O)Cn2c(-c3nonc3N)nc3ccccc32)cc1 | 5% | -14%[46.1 µM] | 0.0% | 4% | -4% | 15% | -1%
COc1ccc(N(CC(O)Cn2c(C)nc3ccccc32)S(=O)(=O)c2ccccc2)cc1 (configuration not stated) | -7% | 20% | 0.0% | ? | -5% | 11% | -12%
COC(=O)Nc1ccc(C)c(NC(=O)OC)c1 | 7% | -2%[46.1 µM] | 0.9% | 5% | 2% | 1%[38.3 µM] | -6%
COC(=O)c1sc2[nH]c(=S)n(N)c(=O)c2c1C | 9% | -28% | 1.6% | 17% | -1% | 10µM* | nt
CCc1nnc(NS(=O)(=O)c2ccc(N/C=C\C(=O)c3ccc(F)cc3)cc2)s1 | -2% | -31% | 2.2% | nt | 0% | 5% | nt
CCC(C)C(=O)Nc1ccc(OC)cc1[N+](=O)[O-] (configuration not stated) | -5% | 16% | 1.0% | 0% | 0% | -2% | -6%
COc1cccc(N2C(=O)[C@H]3C(C(=O)c4cnccn4)=NN[C@H]3C2=O)c1 | -2% | 23% | -2.5% | -20%[9.22 µM] | nt | nt | 2%[46 µM]
CCOC(=O)C1CCN(c2c(NCCCN(C)C3CCCCC3)c(=O)c2=O)CC1 | -3% | 7% | -1.0% | -3% | -1% | 14% | -11%
COc1ccc(OCc2n[nH]c(=S)o2)cc1 | -4% | 1%[46.1 µM] | -2.9% | 0% | -13% | 30%[38.3 µM] | 7%
COC(=O)C1=C(N)Oc2c(oc(CO)cc2=O)C1c1ccc(F)cc1 (configuration not stated) | 3% | 3% | -2.2% | -22%[9.22 µM] | nt | nt | nt
CN(C)S(=O)(=O)c1ccc(NC(=O)CCNC(=O)c2ccc([N+](=O)[O-])cc2)cc1 | 9% | 1% | -0.1% | -18% | 3% | 24% | -7%[46 µM]
Cc1ccc(NC(=O)COC(=O)Cn2cnc3ccccc32)c([N+](=O)[O-])c1 | -8% | 7% | 3.2% | 6% | 0% | 2% | -14%[46 µM]

Ordered by molecular weight (smallest number first): some entries from above
SMILES | CBFb RUNX1 block | NPSR antagonist | Epigenetic reg | HTT aggregate | Luc counter | IMPase Li cell | Lamin A splicing
COC(=O)Nc1ccc(C)c(NC(=O)OC)c1 | 7% | -2%[46.1 µM] | 0.9% | 5% | 2% | 1%[38.3 µM] | -6%
O=[N+]([O-])c1ccc(CNC2CCCc3ccccc32)cc1 (configuration not stated) | -3% | 15% | 5.2% | -3%[9.22 µM] | 4% | 10% | nt
CCOC(=O)CC(C(=O)OCC)P(=O)(c1ccccc1)c1ccccc1 (configuration not stated) | 0% | -7%[46.1 µM] | -3.6% | 23% | -3% | -3%[38.3 µM] | 4%

Laid out differently: results already given.
| canonical_smiles | CBFb RUNX1 block | NPSR antagonist | Epigenetic reg | HTT aggregate | Luc counter | IMPase Li cell | Lamin A splicing |
| --- | --- | --- | --- | --- | --- | --- | --- |
| COC(=O)c1sc2[nH]c(=S)n(N)c(=O)c2c1C | 9% | -28% | 1.6% | 17% | -1% | 10µM* | nt |
| CCc1nnc(NS(=O)(=O)c2ccc(N/C=C\C(=O)c3ccc(F)cc3)cc2)s1 | -2% | -31% | 2.2% | nt | 0% | 5% | nt |

Continuation:
SMILES | CBFb RUNX1 block | NPSR antagonist | Epigenetic reg | HTT aggregate | Luc counter | IMPase Li cell | Lamin A splicing
CN(C)c1ccc(CN(C(=O)/C=C/c2ccco2)C2CCS(=O)(=O)C2)cc1 (configuration not stated) | -10% | -7% | 1.2% | 7%[9.22 µM] | nt | nt | nt
Cc1cc(O)cc(O)c1C(=O)Cc1cnn(-c2ccccc2)c1 | -6% | -17%[46.1 µM] | 0.0% | 10%[9.22 µM] | 0% | -9%[38.3 µM] | -20%
CCCCC(=O)Nc1cccc(NC(=S)NC(=O)C(C)C)c1 | -12% | 8% | -1.0% | 1% | 1% | 4% | -10%
Cc1cc(Cl)ccc1NC(=S)NCc1ccc(S(N)(=O)=O)cc1 | 1% | 6% | 8.2% | 19%[9.22 µM] | 0% | -3% | nt
CC(=O)Nc1ccc(-n2cnnn2)cc1 | 3% | 8%[46.1 µM] | -3.7% | -13% | 0% | 0% | -3%
O=C(N1CCOCC1)N1CCN(S(=O)(=O)c2ccccc2)C1 | 4% | -1%[46.1 µM] | -0.9% | 2% | 8% | -14% | -2%
COc1ccc(CSc2nncn2C)cc1[N+](=O)[O-] | -22% | 13% | -1.3% | -4% | -3% | 0% | -6%
COc1ccc(S(=O)(=O)n2cnc3cc(C)c(C)cc32)cc1 | 11% | -2%[46.1 µM] | 2.6% | ? | 0% | 11%[38.3 µM] | ?
O=C(CSc1ccccc1)Nc1nccs1 | 2% | 5% | -1.2% | 25% | 2% | 14% | 3%[46 µM]
COc1ccc(C(=O)NC(=S)Nc2ccc(S(=O)(=O)Nc3cc(C)on3)cc2)cc1OC | -4% | 44% | -2.1% | 3%[9.22 µM] | nt | nt | nt
COc1cc(/C=N/NC(=O)Cc2nnc(N)s2)cc(OC)c1OC | 13% | 5% | -1.8% | -17%[9.22 µM] | nt | nt | nt
O=C(C1=C[C@@H]2[C@H]3C(=O)N(c4ccc(Cl)cc4)C(=O)[C@H]3[C@@H](C(=O)c3ccc(Cl)cc3)N2C=C1)c1ccccc1 | 10% | 2% | 4.5% | ? | -3% | -15% | -9%
COc1ccc(NC(=O)COC(=O)c2ccc([N+](=O)[O-])o2)cc1Cl | -5% | 5% | 1.1% | 13% | 1% | 0% | 17%[46 µM]
CCCSc1nc(NCc2ccco2)c2c3c(sc2n1)COC(C)(C)C3 | 0% | ? | -1.4% | ? | 5% | 17%[38.3 µM] | 9%

Compound activity from PubChem.
